# aGal spleen mod: inhibitors or activators of human alpha-galactosidase in spleen homogenate; P06280; human spleen homogenate, 4MU-alpha-Gal fluorescence, 40 min; Potency, µM (series often up to 80 µM), inactives show at the top dose activity change, negative = inhibition, hits mostly inhibitors; 0.008% of 240,000 active;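 note: 0% = enzyme with vehicle and -100% = no enzyme basal signal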
# Target sequence (P06280 32-429 limits assumed): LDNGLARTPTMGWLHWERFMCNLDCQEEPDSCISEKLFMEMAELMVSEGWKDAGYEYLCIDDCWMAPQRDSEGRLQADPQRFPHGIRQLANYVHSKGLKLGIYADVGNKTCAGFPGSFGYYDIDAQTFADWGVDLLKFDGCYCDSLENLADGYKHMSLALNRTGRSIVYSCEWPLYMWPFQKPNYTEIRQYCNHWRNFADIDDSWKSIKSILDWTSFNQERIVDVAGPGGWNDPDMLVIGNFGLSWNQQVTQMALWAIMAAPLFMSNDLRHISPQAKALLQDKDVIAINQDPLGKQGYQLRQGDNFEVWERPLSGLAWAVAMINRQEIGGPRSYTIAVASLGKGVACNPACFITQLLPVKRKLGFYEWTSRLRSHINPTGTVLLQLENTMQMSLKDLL
#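 Human spleen homogenate (1 ug) was the enzyme source, with 4-methylumbelliferyl-alpha-D-galactopyranoside (1 mM final) in pH 5.0 citrate buffer with 0.01% Tween-20. Compounds were titrated; after 40 min at 37C, NaOH/glycine stop, 4-MU fluorescence read; AC50 from Hill fits.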
# Tau fluor cs: counter-screen for tau fibril formation inhibitors; tau K18 P301L Alexa594 fluorescence, heparin fibrillization; Potency, µM (top dose mostly 57.7 µM), inactives show at the highest dose activity change, negative = decrease; 0.93% of 280,000 active; note: % is set by controls: 0 for no effect and ±100 for the full control effect; nearly all actives have a fitted effect of over 55% in size
#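 Human tau K18 P301L (15 uM unlabeled, 0.24 uM Alexa 594-labeled) in 100 mM sodium acetate pH 7 with 20 uM heparin, 6 hr at 37 C. ThT 30 uM added, 1 hr ambient; Alexa 594 FP and total fluorescence read at 555/632 nm.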
# Tau FP inhib: blocks human tau fibril formation measured by polarization. P10636. Potency, µM (highest dose often 57.7 µM), inactives show top-dose activity, negative = inhibition, most hits filed as inhibitors. K18 P301L tau heparin fibrillization, Alexa594 FP, 6 h. 0.39% of 280,000 active. AID 1468; note: % is set by controls: 0 for no effect and ±100 for the full control effect; nearly all actives have a fitted effect of over 55% in size
# Target sequence (P10636 561-689 P618L limits assumed): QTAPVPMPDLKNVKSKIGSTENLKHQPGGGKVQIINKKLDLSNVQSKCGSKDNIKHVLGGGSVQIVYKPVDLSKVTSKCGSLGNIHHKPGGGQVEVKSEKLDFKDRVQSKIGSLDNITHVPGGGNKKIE
#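 K18 P301L tau (15 uM unlabeled/0.24 uM Alexa 594-labeled, final) + compound + heparin 20 uM final; 100 mM NaOAc pH 7; 6 hr 37 C; ThT 30 uM final added, 1 hr RT; FP ex 555/em 632 nm.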
# GAA inh: inhibitors of human lysosomal alpha-glucosidase | purified human GAA, 4-MU-alpha-glucoside fluorescence | Potency, µM (titrated, usually from 76.9 µM), inactives show at the highest dose activity change, negative = inhibition, most hits filed as inhibitors | 0.005% of 200,000 active | AID 1466;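 note: plate controls were uninhibited enzyme wells for no effect and no-enzyme background for full effect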
#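 Fluorescence at Ex 365/Em 440 nm from 4-methylumbelliferone reported enzyme activity after 20 min at room temperature. Reactions used 4 nM enzyme and 400 uM substrate at pH 5.0; curves fitted with the Hill equation.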
# GAA glycogen: alters human alpha-glucosidase cleavage of glycogen; P10253; recombinant GAA, glycogen substrate, Amplex Red glucose oxidase fluorescence; Potency, µM (doses to about 76.4 µM), for the others: at the highest dose activity change, negative = inhibition, usual class: inhibitors; 0.38% of 300,000 active;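 note: 0% = full enzyme reaction and -100% = no-enzyme basal signal; the screen sought inhibitors and activators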
#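 Recombinant human alpha-glucosidase (4 nM final) hydrolysed bovine liver glycogen (30 ug) for 40 min at 37 C in pH 5.0 citrate/phosphate with 0.01% Tween-20. Released glucose detected by glucose oxidase/Amplex Red, Ex 573/Em 610 nm. Compounds up to 77 uM; AC50 from Hill fits.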
# aGlu spleen mod: lysosomal alpha-glucosidase (human) modulation | Potency, µM (highest dose often 79.9 µM), without a hit: at the highest dose activity change, negative = inhibition, most hits filed as inhibitors | 0.006% of 240,000 active | P10253 | human spleen homogenate, 4-MU-alpha-glucoside fluorescence;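 note: 0% = enzyme with vehicle and -100% = no enzyme basal signal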
#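 Human spleen homogenate (1 ug) incubated with compounds and 1 mM 4-methylumbelliferyl-alpha-D-glucopyranoside in pH 5.0 citrate/phosphate buffer, 37 C, 40 min. Stopped at pH 10; 4-MU fluorescence (Ex 365/Em 440 nm); AC50 by Hill fit.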
# Tau fibril ThT: tau fibrillization inhibition (ThT binding); recombinant tau K18 P301L (four-repeat tau fragment), heparin-induced fibrillization, ThT fluorescence; Potency, µM (doses to about 57.4 µM), inactives show at the highest dose activity, negative = inhibition, usual class: inhibitors; 2.1% of 270,000 active; note: % is set by controls: 0 for no effect and ±100 for the full control effect; nearly all actives have a fitted effect of over 55% in size
#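 Heparin-induced (20 uM) aggregation of recombinant human K18 P301L tau, 15 uM unlabeled with 0.24 uM labeled, pH 7 acetate buffer, 6 hr at 37 C with compound. Fibrils quantified by 30 uM ThT fluorescence after 1 hr ambient incubation.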
# HTT cytoprotect: protects HTT-Q103 PC12 cells, measured by ATP. PC12 HTT-Q103 induced, cytoprotection, ATP luminescence, 40 h. Potency, µM (series often up to 56.4 µM), inactives show cytoprotection (ATP increase), usual class: activators. 0.14% of 230,000 active;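 note: % of control where 0% means no effect; nearly all actives have a fitted effect of over 45% in size; toxic huntingtin expression switched on by the ecdysone agonist tebufenozide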
#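 Quantitative HTS on tebufenozide-induced (100 nM) PC12 cells expressing HTTQ103 exon 1–GFP; compounds tested as a concentration series; survival measured via cellular ATP.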
# * = called active by the depositor; u = inconclusive; x = no result given; & = joins results of further samples; [ ] = remark or other dose. Calls come from the whole dose curve; as a rule, active = well fitted curve in the direction sought with a large enough effect; inconclusive = small, poorly fitted or top-dose-only effect, or another doubt; inactive = no such curve, though single readings can be large; an effect the other way counts as inactive or inconclusive. Potency is the fitted concentration of half-maximal effect. Random draw from the library. About 3.3% of those tested had a hit in this group.
molecule	aGal spleen mod	Tau fluor cs	Tau FP inhib	GAA inh	GAA glycogen	aGlu spleen mod	Tau fibril ThT	HTT cytoprotect
O=C(Nc1c(-c2ccccc2)nc2ccccn12)c1cccs1	4%	7%	4%	4%	0%	-2%	4%	29%[10 µM]
CN(CCOc1ccccc1)c1ccc(S(=O)(=O)N2CCCCC2)cn1	2%	-20%	-3%	-9%	-6%	-2%	-18%	-33%
CCCN(CCC)C(=O)Cn1c(SCc2cccc(F)c2)nc2cccnc21	x	-4%	4%	x	7%[76.3 µM]	x	7%	x
CCOc1ccc2nc(NC(=O)c3cc(=O)c4ccc(C)cc4o3)sc2c1	x	-18%	2%	x	16%[76.3 µM]	x	u	x
COc1ccc(C2(CCN=Cc3ccc(N(C)C)cc3)CCOC(C)(C)C2)cc1 (stereo not drawn)	3%	-5%	-2%	-3%[15.4 µM]	6%	-14%	-12%	8%[10 µM]
COc1ccc2nc3c(cc2c1)c(NC(=O)C1CCCO1)nn3CC(C)C (stereo not drawn)	18%	-15%	4%	4%[15.4 µM]	-6%	4%	-13%	-17%
COC(=O)C1=C(C(=O)OC)[C@@H]2N(C)c3ccc(OC)cc3[C@@]23C[C@@H](C(=O)OC)N(S(=O)(=O)c2ccc(C#N)cc2)C3=N1	15%[17.5 µM]	-13%[11.6 µM]	5%[11.6 µM]	x	x	11%[17.4 µM]	-4%[11.5 µM]	-15%[10 µM]
CCOc1ccc(C2/C(=C(/O)c3ccc(OC)cc3)C(=O)C(=O)N2c2cc(C)on2)cc1OC (stereo not drawn)	2%	-16%	7%	1%	-4%	-7%	-15%	-38%
CCCCOCCCNC(=O)Cc1cccs1	3%	5%	1%	-4%	-6%	2%	0%	6%
COc1cc2cc(C(c3nnnn3C3CCCC3)N3CCc4ccccc43)c(=O)[nH]c2cc1OC (stereo not drawn)	11%	-5%	-2%	-1%	3%	10%	-5%	-21%[10 µM]
C/C(=N\O)C(C)(C)Nc1cccc(F)c1	-4%	2%	-2%	x	4%	4%	1%	20%[10 µM]
O=C(O)CCN1CC2([N+](=O)[O-])C=CC(=O)C([N+](=O)[O-])(C1)C2CC(=O)c1ccccc1 (stereo not drawn)	3%	1%	6%	1%	-5%	-3%	11%	x
Cc1cccc(OCc2nc(-c3cccnc3)no2)c1	0%	-4%	-10%	-2%	1%	-3%	-10%	-1%[10 µM]
CCOc1ccc(-c2csc3ncn(-c4ccc(OC)cc4)c(=O)c23)cc1	-7%	u	-12%	-8%	-3%	-4%	-18%	9%[10 µM]
O=C(/C=C(/c1ccc(Cl)cc1)n1cncn1)c1ccccc1	4%	-14%	-3%	4%	-3%	-1%	-6%	x
Cc1sc2c(c1C)c(=O)n(-c1ccc(Cl)cc1)c(=O)n2Cc1c(F)cccc1Cl	x	-10%	-6%	x	0%[76.3 µM]	x	-9%	x
CCOc1ccc(C2C=C(c3cccc(OC)c3)Nc3nnnn32)cc1 (stereo not drawn)	x	-1%	-5%	x	4%[76.3 µM]	x	2%	x
Cc1nnc(SCC(=O)Nc2cc(C(C)(C)C)nn2-c2ccccc2)s1	-6%	1%	-9%	6%	-3%	10%	-1%	-34%[10 µM]
COc1cc([N+](=O)[O-])c2nccnc2c1	0%	-3%	-1%	-4%	-12%	4%	-1%	7%[10 µM]
CCNC(=S)N(Cc1c(C)noc1C)c1ccccc1	0%	8%	2%	9%	1%	-4%	4%	6%[10 µM]
Cc1n(CC(O)COCc2ccccc2)c2ccccc2[n+]1C (stereo not drawn)	-6%	-4%	2%	6%	8%	-4%	-2%	-6%
CCOc1ccccc1NC(=O)c1c(NC(=O)c2cccc(C)c2)sc2c1CCC2	x	-10%	u	x	-5%[76.3 µM]	x	0%	x
COCCn1c(-c2cc(OC)c(OC)c(OC)c2)nc2nc3ccccc3nc21	u	4%	-9%	4%	-10%	13%	9%	-16%
O=C(NCc1nnc2n1CCCCC2)c1ccc(Cl)cc1Cl	13%	-9%	-7%	-4%	-2%	-1%	-3%	-19%[0.074 µM]
Cc1cc2cc3c(=O)[nH]c(=O)[nH]c3nc2cc1C	1%	-12%	1%	u	4%	2%	u	-3%&-13%[10 µM]
Cc1ccc2c(CN3CCOCC3)cc(=O)oc2c1	0%	-13%	-3%	x	8%	4%	-7%	20%[10 µM]
Cc1ccnc(NC(=O)COc2ccccc2[N+](=O)[O-])c1	-3%	-7%	-9%	0%	2%	-1%	-5%	-10%
O=C(NS(=O)(=O)Oc1cccc(Cl)c1Cl)OC[C@@H]1CCCN2CCCCC12 (stereo partly drawn)	-11%	-9%	0%	-7%	7%	-3%	-13%	x
NC(=O)c1ccsc1NC(=O)c1ccc(S(=O)(=O)N2CCCC2)cc1	0%	-21%	-7%	-13%	-2%	-3%	0%	-3%
Cc1ccccc1-c1nc2sc3c(c2c(=O)o1)CCC3	2%	-19%	-10%	1%	-1%	1%	u	-4%[10 µM]
CC(C)(C)c1ccccc1N=Cc1ccc2ccccc2n1	8%	-7%	0%	-7%	7%	-3%	u	5%
Fc1ccc(N2CCN(Cc3cnc(Cl)s3)CC2)cc1	-4%	2%	-7%	11%	16%	3%	-3%	5%
Cc1ccc(-c2nc3n(n2)C(=O)CC(c2ccc(Cl)cc2)S3)cc1 (stereo not drawn)	x	-23%	-16%	x	15%[76.3 µM]	x	u	x
COc1cc([N+](=O)[O-])ccc1NC(=O)CSc1ccccn1	11%	-15%	7%	-1%	3%	x	-1%	-9%
c1nc(COc2nsnc2N2CCOCC2)cs1	8%	-3%	-4%	1%	9%	5%	0%	-6%[10 µM]
NC(=O)c1ccc(NC(=O)COC(=O)c2ccc([N+](=O)[O-])cc2)cc1	0%	-12%	-8%	x	10%	2%	-17%	19%[10 µM]
CCOC(=O)NC(=O)COC(=O)CNC(=O)c1cccc(OC)c1	-3%	3%	0%	7%	25%	6%	-5%	-6%[1.9 µM]
CCCCNC(=O)c1sc(=S)n(-c2ccccc2OC)c1N	-1%	-6%	3%	-3%	-7%	-2%	-10%	-4%
CC1C(c2ccccc2)N(C)C(c2ccccc2)CC1(O)c1ccccc1 (stereo not drawn)	-4%	-20%	-14%	-1%	-2%	3%	-3%	-4%
COc1cc2nc(N3CCN(C(=O)[C@H]4CCCO4)CC3)nc(N)c2cc1OC	u	-10%	-2%	x	x	18%	-14%	-36%[inhibitor]
O=C(c1ccccc1)N(Cc1ccco1)Cc1cccs1	x	-11%	-4%	x	11%[76.3 µM]	x	-13%	x
Cc1noc(C)c1C(=O)OCC(=O)/C=C1\N(C)c2ccccc2C1(C)C	-9%	-5%	2%	1%	3%	-15%	-12%	-28%
O=C(c1cc2c(=O)oc3ccccc3c2s1)N1CCOCC1	-2%	-5%	-4%	6%	11%	3%	-12%	5%[10 µM]
CN(Cc1ccccc1)C(=O)CSc1cc(=O)n(C)c2ccccc12	3%	0%	8%	-2%	6%	2%	4%	-43%[inhibitor]
COc1ccc(C(=O)NCc2cccnc2)cc1OC	0%	-2%	-6%	-11%	7%	0%	8%	1%
CCCCn1nnnc1NCc1ccc(N2CCCC2)cc1	-9%	-4%	19%	0%	u	-7%	-13%	7%[10 µM]
COc1ccc(N(C(=O)COc2c(C)cccc2C)S(=O)(=O)c2ccc(Cl)cc2)cc1	x	u	4%	x	-4%[76.3 µM]	x	u	x
COc1cc(OC)c(C(=O)OC(C)C(=O)Nc2cc(C(F)(F)F)ccc2Cl)cc1OC (stereo not drawn)	-3%	0%	2%	-2%	5%	-7%	11%	-6%[1.9 µM]
CCn1c(=O)c2[nH]c(-c3ccccc3)nc2n(CC)c1=O	1%	-10%	-6%	x	x	2%	-6%	-18%[1.9 µM]
COc1ccccc1CNC(=O)CSc1nc2nc(C)cc(C)n2n1	10%	-13%	-12%	10%	-7%	4%	-11%	-7%

# Next section
molecule	aGal spleen mod	Tau fluor cs	Tau FP inhib	GAA inh	GAA glycogen	aGlu spleen mod	Tau fibril ThT	HTT cytoprotect
CCOc1ccc(CN2CCCN(C)CC2)cc1	6%	-7%	0%	-2%	22%	0%	-9%	-3%[10 µM]
COc1ccc(-c2onc(C)c2-c2ccc3c(c2)OCCO3)c(O)c1	-7%	u	1%	-14%	-2%	-11%	0%	-26%
CCSc1nnc(-c2ccc(Cl)cc2Cl)o1	-12%	-3%	-4%	-3%	3%	4%	-13%	-20%
COC(=O)c1[nH]c2ccccc2c1NC(=O)CN1CC(C)OC(C)C1 (stereo not drawn)	-2%	-10%	-6%	2%	-21%	4%	-14%	-29%
COc1ccccc1NC(=O)c1sc2ncn(Cc3cccc(C)c3)c(=O)c2c1C	-4%	-16%	2%	11%	1%	-7%	-14%	-9%[10 µM]
COc1ccc(OC)c(CNC(=O)CCN2C(=O)COc3ccccc32)c1	1%	-3%	u	0%	-10%	4%	0%	16%[10 µM]
CC1CCCN(C(=S)NCc2ccccc2)C1 (stereo not drawn)	8%	5%	-4%	u	0%	9%	1%	6%[10 µM]
CCOC(=O)c1ccc(NC(=O)CSc2nc3ncccc3[nH]2)cc1	-14%	-5%	-7%	3%	-1%	-16%	u	2%[0.074 µM]
Cn1cccc1Cc1nnc(SCC(=O)Nc2ccc(F)cc2)n1CCc1ccccc1	8%	-23%	-3%	-1%	-6%	-11%	-10%	-4%

# Molecules from the list above with a tert-butyl group (two):
molecule	aGal spleen mod	Tau fluor cs	Tau FP inhib	GAA inh	GAA glycogen	aGlu spleen mod	Tau fibril ThT	HTT cytoprotect
Cc1nnc(SCC(=O)Nc2cc(C(C)(C)C)nn2-c2ccccc2)s1	-6%	1%	-9%	6%	-3%	10%	-1%	-34%[10 µM]
CC(C)(C)c1ccccc1N=Cc1ccc2ccccc2n1	8%	-7%	0%	-7%	7%	-3%	u	5%

# Screening results as filed in PubChem BioAssay.
